Screening results from PubChem.
ABCG2 inh – blocks JC-1 efflux by human ABCG2 transporter. IgMXP3 cells, flow cytometry. 0.1% of 190,000 active. inhibition, % at 6.6 µM. Q9UNQ0;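 active = inhibition above 80%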;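 note: 0% = DMSO and 100% = nicardipine control wells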
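Read-out basis: Efflux inhibition in percent versus controls | Test system: ABCG2 IgMXP3 and barcoded ABCB1 CCRF-Adr cell mix | Quantity: 3 million cells/mL in well | Schedule: 10 min at 25 °C | Control set: Nicardipine as high control, DMSO as low control | Reagent: JC-1 as fluorescent efflux pump substrate | Signal: Flow cytometry of retained JC-1 fluorescence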
Bcl-XL Bim block – inhibitors of Bim-Bcl-XL interaction, human; Q07817; Bim peptide-Bcl-XL binding, bead flow cytometry, fluorescence; inhibition, % at 10 µM; 0.04% of 190,000 active
ABCB1 inh – blocks JC-1 efflux by human ABCB1 transporter. P08183. AID 1326. CCRF-Adr cells, flow cytometry. inhibition, % at 6.6 µM. 0.067% of 190,000 active; in the data active = inhibition above about 40%;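 note: 0% = vehicle and 100% = reference inhibitor; higher value means more JC-1 retained so stronger ABCB1 efflux block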
Bcl-W Bim block – inhibitors of Bim-Bcl-W interaction, human | Q92843 | bead-based flow cytometry, Bim peptide-Bcl-W binding | inhibition, % at 10 µM | 0.02% of 190,000 active;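 note: 0% = bound tracer without compound and 100% = peptide blocker; higher means less fluorescent Bim peptide bound to Bcl-W beads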
Target sequence (Q92843 whole entry, looked up): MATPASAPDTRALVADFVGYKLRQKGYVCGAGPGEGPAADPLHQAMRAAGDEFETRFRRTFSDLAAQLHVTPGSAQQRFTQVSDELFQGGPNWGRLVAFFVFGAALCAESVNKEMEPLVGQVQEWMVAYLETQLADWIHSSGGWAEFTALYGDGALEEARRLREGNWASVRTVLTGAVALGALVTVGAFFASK
RGS8-Gao – human RGS8-Galphao interaction regulation; AID 1423; 0.34% of 220,000 active; response (percent of control binding), % at 10 µM; multiplexed bead flow cytometry, RGS8-Galphao binding; actives lie on both sides; P09471; in the data active = response below about 60% or above about 140%; inactive = in between;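 note: Galphao activated as the GDP aluminium fluoride complex binding bead-coupled RGS8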
Target sequence (P09471 whole entry, looked up): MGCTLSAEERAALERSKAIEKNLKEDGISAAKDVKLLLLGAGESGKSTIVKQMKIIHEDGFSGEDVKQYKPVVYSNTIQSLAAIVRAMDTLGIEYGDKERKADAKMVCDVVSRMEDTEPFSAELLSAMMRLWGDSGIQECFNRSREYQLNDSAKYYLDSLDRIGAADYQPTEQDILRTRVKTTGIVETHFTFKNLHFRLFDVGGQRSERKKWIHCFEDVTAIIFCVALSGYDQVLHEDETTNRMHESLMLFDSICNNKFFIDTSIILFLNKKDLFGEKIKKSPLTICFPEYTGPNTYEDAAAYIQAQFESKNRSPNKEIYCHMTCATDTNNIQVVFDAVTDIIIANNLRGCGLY
RGS4-Gao reg – modulates binding of RGS4 to human Galphao | Multiplexed bead flow cytometry; actives lie on both sides | P09471 | binding response (% of control), % at 10 µM | 0.33% of 220,000 active; in the data active = binding response below about 49% or above about 150%; inactive = in between;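 note: fluorescent Galphao activated with aluminum fluoride binding bead-coupled RGS4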
Bim-Bcl-2 – disrupts Bim peptide binding to human Bcl-2 | P10415 | Bead-based flow cytometry, Bim peptide-Bcl-2 binding | inhibition, % at 10 µM | 0.06% of 190,000 active; in the data active = inhibition above about 40%; inconclusive = no clear call, values can overlap the other calls;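 note: 0% = no compound wells with probe peptide and 100% = reference peptide inhibitor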
Target sequence (P10415 whole entry, looked up): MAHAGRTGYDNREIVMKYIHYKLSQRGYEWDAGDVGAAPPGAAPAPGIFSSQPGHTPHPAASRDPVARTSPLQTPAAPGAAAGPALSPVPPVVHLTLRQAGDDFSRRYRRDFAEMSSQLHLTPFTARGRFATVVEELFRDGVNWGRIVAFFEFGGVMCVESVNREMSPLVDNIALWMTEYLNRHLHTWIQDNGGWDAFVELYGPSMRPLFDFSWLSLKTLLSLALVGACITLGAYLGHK
Bfl-1 Bim block – inhibitors of Bim-Bfl-1 interaction, human; Q16548; Bead-based flow cytometry, Bim-Bfl-1 binding inhibition; inhibition, % at 10 µM; 0.12% of 190,000 active; AID 1008;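 note: 0% = wells without compound plus tracer and 100% = blocker peptide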
Bcl-B Bim block – human Bim-Bcl-B interaction inhibition; Q9HD36; bead-based flow cytometry, Bim peptide-Bcl-B binding; inhibition, % at 10 µM; 0.073% of 190,000 active; AID 951;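 note: 0% = tracer peptide without compound and 100% = reference inhibitor peptide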
Target sequence (Q9HD36 whole entry, looked up): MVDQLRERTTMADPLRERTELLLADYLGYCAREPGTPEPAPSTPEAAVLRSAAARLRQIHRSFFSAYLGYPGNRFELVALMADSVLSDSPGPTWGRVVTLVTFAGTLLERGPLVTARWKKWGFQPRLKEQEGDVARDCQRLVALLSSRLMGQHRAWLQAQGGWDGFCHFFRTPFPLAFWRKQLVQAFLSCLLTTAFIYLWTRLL
RGS7-Gao – regulators of human RGS7-Galphao interaction | Multiplexed bead flow cytometry, RGS7-Galphao binding; actives lie on both sides | P09471 | AID 1439 | binding response (% of control), % at 10 µM | 0.35% of 220,000 active; in the data active = binding response below about 49% or above about 150%; inconclusive = no clear call, values can overlap the other calls; inactive = in between;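 note: fluorescent Galphao held in activated GDP-AlF4 state binding bead-coupled RGS7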
GSH bead fluor – GSH bead compound fluorescence profile | GSH beads flow cytometry, compound fluorescence 488/530 nm; stronger effect = higher value | fluorescence (KMESF) at 10 µM | 0.25% of 190,000 active | AID 1776; in the data active = fluorescence above about 89;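 note: glutathione beads carrying GST-tagged Bcl family fusion proteins plus one bare bead set; values are compound well signal with DMSO vehicle wells as background; inactives centre near 16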
* marks the source's active call; other numbers are inactive results; ? = inconclusive. Cut-off read from the data, not from the text of the source, unless noted: active = inhibition above about 40%. Not a hit list; 1.1% or so of the library scored in one or more.

SMILES	ABCG2 inh	Bcl-XL Bim block	ABCB1 inh	Bcl-W Bim block	RGS8-Gao	RGS4-Gao reg	Bim-Bcl-2	Bfl-1 Bim block	Bcl-B Bim block	RGS7-Gao	GSH bead fluor
CCN(CC)S(=O)(=O)c1ccc(C(=O)OCC(=O)Nc2ccc(-c3nc4ccc(C)cc4s3)cc2)cc1	-13	-3	-1.2	-5	97	93	2	2	-4	94	4
Cc1cc(C)cc(N(CC(=O)NCc2ccco2)C(=O)CCC(=O)Nc2ccccn2)c1	3	-4	0.9	0	100	100	-7	-13	-8	101	24
COc1ccc(CCNC(=O)CSc2nc3ccccc3o2)cc1	0	-5	-0.1	-3	102	101	-11	-13	-11	103	12
CC1CCN(S(=O)(=O)c2ccc(NC(=O)CN3CCOCC3)cc2)CC1	0	0	0.1	-2	93	87	-6	-8	-7	80	29
CCCCCCn1c(CN2CCC(C)CC2)nc2c1c(=O)n(C)c(=O)n2C	8	0	1.9	-3	111	103	0	4	0	102	65
CCC(=O)N1CCN(c2cc(N3CCN(C)CC3)c(F)cc2[N+](=O)[O-])CC1	4	-7	0.7	-5	99	100	-10	-17	-8	99	17
S=c1[nH]nc(CCc2ccccc2)n1-c1ccc(Cl)cc1	3	-7	-0.1	-3	84	94	-5	5	-32	?	15
O=C(Nc1ccccc1)c1cc2ccccc2c(=O)s1	7	-6	0.4	-3	104	101	-1	0	-5	99	11
CN=C1SC(CC(=O)Nc2ccccc2F)C(=O)N1/N=C/c1ccc(O)c(OC)c1 (stereo not drawn)	0	-4	0.0	-1	102	104	0	-5	-4	105	16
O=C1CC(SCCc2nc3ccccc3[nH]2)C(=O)N1c1ccc(Cl)cc1 (stereo not drawn)	8	-4	1.6	-2	100	101	0	-2	-6	97	18
COC(=O)CSc1ncnc2c1sc1nc3c(cc12)COC(C)(C)C3	13	-2	-0.5	-3	103	99	-3	-2	-1	101	9
CN(C)S(=O)(=O)c1cccc(C(=O)Nc2ccccc2Cl)c1	4	0	0.9	-1	93	95	4	2	0	96	7
CC1=[N+](CC(=O)c2ccccc2)CCn2cccc21	-1	-2	-0.4	-2	101	99	-4	-5	-1	99	10
CCN1CCN(c2cc(C)c3cc(NC(=O)c4cccnc4Cl)ccc3n2)CC1	2	4	0.3	-2	99	98	-9	-10	-6	98	43
Cc1ccc(N)c2c1OCCC2=O	2	-3	1.0	0	100	101	3	0	-3	104	7
Cc1cc2cc(CNC(=O)Cc3ccc([N+](=O)[O-])cc3)ccc2n1C	-1	-3	-0.2	-1	85	91	1	-7	-15	91	19
CCC1=NN2C(=N)/C(=C\c3cccn3-c3ccc(OC)cc3)C(=O)N=C2S1	-1	-3	0.1	-2	103	100	1	-2	0	101	9
O=C(Nc1ccc2c(c1)OCO2)c1cccs1	3	-2	0.0	-5	98	93	-4	0	0	97	26
COc1ccc(NC(=O)NCc2ccncc2)c(OC)c1	-2	-1	-0.5	0	96	96	2	0	0	97	13
CCNC(=O)/C(C#N)=C/c1c(N(Cc2ccccc2)Cc2ccccc2)nc2ccccn2c1=O	-3	-5	3.1	0	99	95	-4	-5	-4	101	16
O=C(NNC(=O)c1ccc(Cl)cc1Cl)Nc1ccccc1	0	-4	0.2	-1	89	100	-1	0	-6	101	9
CC1(C)COC(c2coc3ccccc3c2=O)OC1	4	-8	0.4	-4	101	102	-4	-11	-7	102	13
COc1ccccc1-n1c(=S)[nH]c2c(sc(=S)n2-c2ccc(C)cc2C)c1=O	-5	0	-0.7	8	96	102	0	27	-42	97	25
O=c1nc(-c2ccccc2)c2ccccc2[nH]1	6	5	-0.2	4	101	107	-9	-8	-2	101	49
COc1ccc(CN(C)Cc2nc(Cc3cccc(F)c3)no2)c2cccnc12	1	1	0.2	0	101	99	0	-4	-3	99	17
CC(Oc1ccc(Cl)cc1Cl)C(=O)Nc1ccc(S(=O)(=O)Nc2cnc3ccccc3n2)cc1 (stereo not drawn)	-1	-3	-0.3	3	98	100	2	0	-1	98	17
Cc1ccc(-n2nc(C)c3c(C)c(CCC(=O)NC(C)c4ccccc4)c(C)nc32)cc1 (stereo not drawn)	6	0	0.8	1	98	101	-6	-13	-2	100	13
COc1ccc(C2=NOC(C(=O)N(C)Cc3ccccc3)C2)cc1 (stereo not drawn)	3	0	0.7	0	102	104	-1	-5	0	101	11
S=C1NCCNC(=S)NCCOCCOCCN1	0	-7	-0.1	-3	100	101	-6	-6	-7	104	18
CCN(CC(=O)Nc1ccc(Cl)c(C(F)(F)F)c1)CC(=O)NC1CCS(=O)(=O)C1 (stereo not drawn)	6	0	0.5	3	102	102	0	-2	-2	103	10
CCn1nc(C)cc1C(=O)N1CCc2c([nH]c3ccccc23)C1c1cc(F)ccc1F (stereo not drawn)	-1	-1	0.0	0	102	102	-3	1	2	101	20
Cc1ccc(C(=O)N/N=C\c2ccccc2[N+](=O)[O-])cn1	6	-2	0.2	-2	99	98	-2	-1	-6	91	12
CCOC(=O)C1C(=O)C=C(c2cccs2)CC1c1ccccc1C (stereo not drawn)	15	-6	0.9	-7	102	103	-5	0	-9	104	13
Fc1cccc(Cc2noc(CN3CCCCC3CCc3ccccn3)n2)c1 (stereo not drawn)	6	0	1.5	-5	114	122	-1	-3	-3	128	11
Cc1cc(Nc2nc3ccccc3[nH]c2=O)n(-c2ccccc2)n1	0	0	-1.8	0	100	94	-11	-9	-7	91	29
COc1cc(NC(=O)c2cc(-n3cnnc3)ccc2Cl)cc(OC)c1	-1	2	-1.6	6	94	93	7	-3	5	92	20
CCOC(=O)N1N=C(c2ccc(OC)cc2)CC1(O)C(F)(F)F (stereo not drawn)	-1	0	-0.4	-1	104	104	-6	-5	-5	101	10
COC(=O)COc1ccc(S(=O)(=O)N2CCCCCC2)cc1	13	0	1.4	1	101	97	0	-2	-2	101	25
CCOC(=O)c1c(NC(=O)CSc2nnc(C)c(=O)[nH]2)sc2c1CCC2	8	-6	0.0	-2	102	104	-12	-17	-7	99	36
CCCC1=C(C(=O)OCC)C(c2ccncc2)n2ncnc2N1 (stereo not drawn)	2	-7	0.5	4	100	98	-3	-6	-5	96	37
CN(C)Cc1c(O)ccc2occ(C(=O)c3ccccc3)c12	5	-1	0.8	-2	100	94	-1	-1	-6	97	27
Cc1ccc2nc(C(O)C(O)c3nc4ccc(C)cc4[nH]3)[nH]c2c1 (stereo not drawn)	2	-4	0.4	-1	103	102	-1	0	-2	102	26
COc1cc(CN2CCN(Cc3ccc(C)cc3)CC2)c([N+](=O)[O-])cc1OC	0	-1	0.5	0	94	96	-7	-4	-7	?	14
COc1ccc(NS(=O)(=O)c2cccc(NC(=O)c3ccc(S(=O)(=O)N4CCCCCC4)cc3)c2)cc1	1	-7	0.0	-4	103	96	-11	-16	-8	103	13
Cc1csc(N(C)C(=O)CSc2nnc(COc3ccccc3C)o2)n1	2	-3	0.1	0	102	101	-10	-11	-7	103	11
COc1ccc(-n2c(=S)[nH]c3cc(C(=O)NC4CCCCC4)ccc3c2=O)c(OC)c1	2	-8	-0.2	-8	99	100	-7	-5	-10	97	14
O=C(OC(C(=O)Nc1cc(Cl)cc(Cl)c1)c1ccccc1)C1=COCCO1 (stereo not drawn)	13	-5	19	-2	100	102	-1	0	-4	100	25
Cc1cc(C)n(-c2cccc(CN(C)Cc3nc(-c4cnccn4)no3)c2)n1	1	0	0.5	0	109	104	-1	-4	-3	105	13
CCCN1C(=O)/C(=C/c2cc(C)n(C)c2C)SC1=Nc1ccc(OC)cc1	4	0	0.2	2	104	101	-1	8	-3	102	9
Oc1cccc(C(=S)N2CCN(Cc3ccccc3)CC2)c1	1	-2	0.1	0	89	92	5	-2	-2	114	21
CCn1c(SCc2nc3ccccc3c(=O)[nH]2)nnc1-c1cccnc1	2	0	0.2	1	100	98	-3	0	0	102	24
Cc1ccccc1C1C2=C(Nc3[nH]n(-c4ccccc4)c(=O)c31)c1ccccc1C2=O (stereo not drawn)	-4	-5	-0.5	0	103	102	1	0	-5	104	11
COC(=O)c1ccc(OC(=O)c2ccccn2)cc1	2	8	0.3	0	99	100	-5	-14	-5	102	269*
Cc1cc(C)cc(NC(=S)N=Nc2c(O)n(C)c3ccc(S(=O)(=O)N4CCOCC4)cc23)c1	-17	-6	-2.5	-3	92	100	-3	10	-3	102	10
Cc1[nH]n(C2=NCCS2)c(=O)c1N=Nc1ccccc1	5	-5	0.7	-6	104	104	-3	-3	-2	104	16
Cc1ccc(S(=O)(=O)N2CCCN(S(=O)(=O)c3ccc(C)c(C)c3)CC2)cc1C	7	16	1.3	10	97	103	13	24	11	101	20
COc1ccc(NC(=O)C2CCN(C(=O)c3ccc(OC)cc3)CC2)cc1	19	-7	1.5	-6	99	97	-4	-3	-4	95	37
COc1ccc(N2C(=O)C(F)(F)C2c2ccc(C)cc2)cc1OC (stereo not drawn)	5	-5	1.5	-2	103	102	-5	-8	-7	101	11
CC1(C)CC2CC(C)(CN2C(=O)COC(=O)c2cc(Cl)cc(Cl)c2N)C1 (stereo not drawn)	1	-6	0.2	-5	103	104	-11	-15	-12	102	11
CCc1nnc(NC(=O)CSc2nnc(-c3ccccc3O)n2-c2ccc(C)cc2C)s1	5	-2	1.0	0	98	96	-3	1	0	99	16
Remaining list, next part.
SMILES	ABCG2 inh	Bcl-XL Bim block	ABCB1 inh	Bcl-W Bim block	RGS8-Gao	RGS4-Gao reg	Bim-Bcl-2	Bfl-1 Bim block	Bcl-B Bim block	RGS7-Gao	GSH bead fluor
O=C1CC(=O)C(n2cncn2)C(c2ccc(Cl)cc2Cl)C1 (stereo not drawn)	-1	-4	-0.1	-2	102	104	-1	0	3	100	14
CCCc1cc(=O)[nH]c(SCC(=O)c2cc(C)n(C(C)COC)c2C)n1 (stereo not drawn)	1	-3	0.0	-4	113	104	-5	-2	-2	105	16
Cc1ccc(NC(=O)c2sc3nc(C)nc(N4CCN(c5ccccn5)CC4)c3c2C)c(C)c1	3	1	4.7	1	95	88	-1	-6	0	88	12
CCOc1ccccc1NC(=O)CSc1nnc(-c2ccccn2)n1Cc1ccco1	1	1	0.8	3	101	96	1	6	-3	96	23
CC1=C(C(=O)OCc2ccccc2)C(c2ccc(-c3ccccc3)cc2)NC(=O)N1CCCCCC(=O)O (stereo not drawn)	20	-4	1.2	-2	102	100	1	0	-7	100	19
